dFosB activator = activators of mouse delta FosB homodimer | P13346 | purified delta FosB, TAMRA-CDK5 oligo fluorescence polarization; percent of positive-control signal above neutral wells | activation, % at 25 µM | 340,000 tested, 0.99% active;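 active = mean activation above about 17%, with every replicate also reaching it, limit read from the data, passing the limit was not always enough; inconclusive = only one of the two conditions met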;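 also: fluorescence polarization rise as delta FosB binds a TAMRA Cdk5 AP-1 oligo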
Target sequence (P13346 whole entry, looked up): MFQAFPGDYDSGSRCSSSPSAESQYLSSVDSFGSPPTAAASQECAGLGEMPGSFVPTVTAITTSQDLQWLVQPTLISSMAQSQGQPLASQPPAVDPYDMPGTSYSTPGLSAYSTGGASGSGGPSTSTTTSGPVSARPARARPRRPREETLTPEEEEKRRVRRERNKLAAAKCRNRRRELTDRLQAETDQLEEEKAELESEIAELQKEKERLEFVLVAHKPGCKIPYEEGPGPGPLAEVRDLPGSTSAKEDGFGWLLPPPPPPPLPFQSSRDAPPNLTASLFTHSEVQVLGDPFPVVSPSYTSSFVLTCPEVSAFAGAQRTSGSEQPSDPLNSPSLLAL
CDK5 p35 inh = CDK5/p35 (human) kinase inhibition; Q00535+Q15078; Recombinant CDK5/p35, ADP-Glo luminescence, 60 min; AID 488839; 330,000 tested, 0.01% active; inhibition, % at 10 µM;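 active = highest replicate inhibition of at least 50% and at least 75% of replicates reaching 50%; inconclusive = only one of the two criteria met; inactive = both criteria failed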;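 also: plate controls were DMSO neutral control for no effect and GW8510 at 10 µM for full effect; many of its hits are not listed in these tables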
SR-BI DiI inh = mouse SR-BI HDL lipid transfer inhibition. Q61009. inhibition, % at 12.5 µM. ldlA[mSR-BI] CHO cells, DiI-HDL uptake fluorescence, 3 h. 320,000 tested, 0.96% active;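 active = mean replicate inhibition of at least 70% and a set share of replicates each scoring 70 or more; inconclusive = meets just one of the two criteria; inactive = fails both criteria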;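 also: 0% = median of neutral control wells and 100% = median of positive control wells; values of inactives mirror those of a sister screen read the other way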
SR-BI uptake up = activators of SR-BI mediated HDL lipid uptake. CHO ldlA[mSR-BI] cells, DiI-HDL uptake fluorescence, 3 h; 100 = double the neutral-control signal. activation, % at 12.5 µM. 320,000 tested, 0.096% active. AID 504775;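 active = mean replicate activation of at least 60% and every replicate at or above 60%; inconclusive = mean or all-replicate condition met, but not both; inactive = mean below 60% and not all replicates reaching 60%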;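 also: 0% = median plate neutral-control signal and 100% = twice that signal; values of inactives mirror those of a sister screen read the other way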
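Assay system: CHO ldlA[mSR-BI] cells, LDL receptor-null, SR-BI overexpressing; medium: Ham's F12 with 0.5% BSA, HEPES 25 mM, pH 7.4; also added: DiI-HDL 10 µg/mL; timing: 3 h uptake period with compound, 37 °C; signal: DiI fluorescence, bottom read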
HTR5A ag = HTR5A agonism, opioid heterodimer counter-screen. HTR5A agonist assay, luminescence, cell-based. 340,000 tested, 0.61% active. activation, % at 9.3 µM. AID 504692. P47898; in the data active = activation mostly above about 9.5%, no sharp cut-off; inactive = mostly below about 7.6%;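 also: 0% = cells with vehicle only and 100% = reference agonist; strong numbers were not always called active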
Target sequence (P47898 whole entry, looked up): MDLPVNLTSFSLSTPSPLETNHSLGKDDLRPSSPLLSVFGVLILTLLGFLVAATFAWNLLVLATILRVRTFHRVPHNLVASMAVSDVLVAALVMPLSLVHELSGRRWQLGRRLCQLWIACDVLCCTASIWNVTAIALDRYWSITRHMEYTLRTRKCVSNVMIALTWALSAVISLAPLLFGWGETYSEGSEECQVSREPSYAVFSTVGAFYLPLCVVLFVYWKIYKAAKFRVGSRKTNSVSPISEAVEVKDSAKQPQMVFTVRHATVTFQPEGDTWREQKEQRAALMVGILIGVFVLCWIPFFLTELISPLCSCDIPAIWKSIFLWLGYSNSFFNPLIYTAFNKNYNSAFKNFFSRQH
MITF TRPM1 HTS = activators of MITF-driven TRPM1 promoter activity in SK-MEL-5 cells. SK-MEL-5 TRPM1-promoter luciferase, 24 h; % of positive control, neutral wells = 0. activation, % at 12.5 µM. 300,000 tested, 0.75% active;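 active = mean activation of at least 80% with every replicate also reaching 80%; inconclusive = mean reaches 80% but some replicate falls short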;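 also: 0% = neutral control wells and 100% = parthenolide positive control wells; values of inactives mirror those of a sister screen read the other way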
Rtt109 Vps75 = C. albicans Rtt109 histone acetyltransferase inhibition; purified Rtt109/Vps75, ThioGlo CoA-SH fluorescence, 4 h; inhibition, % at 34.9 µM; 330,000 tested, 0.16% active;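 active = inhibition of at least 50% in every replicate; inconclusive = best replicate reaches 50% inhibition but some replicates fall short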
Target sequence (Q5AAJ8 whole entry, looked up): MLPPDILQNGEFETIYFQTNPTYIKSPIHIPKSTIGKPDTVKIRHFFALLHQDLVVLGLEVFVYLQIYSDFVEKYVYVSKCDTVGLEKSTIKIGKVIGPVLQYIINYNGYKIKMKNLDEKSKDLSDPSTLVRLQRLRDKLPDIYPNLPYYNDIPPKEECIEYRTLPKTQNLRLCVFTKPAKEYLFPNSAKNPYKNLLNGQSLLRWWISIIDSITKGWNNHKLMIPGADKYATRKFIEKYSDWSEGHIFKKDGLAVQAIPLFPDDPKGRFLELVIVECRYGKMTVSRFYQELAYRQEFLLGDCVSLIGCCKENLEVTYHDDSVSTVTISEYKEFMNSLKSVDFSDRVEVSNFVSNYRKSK
Wnt bcat act = activates Wnt/beta-catenin signaling in a reporter cell assay | 300,000 tested, 1.2% active | activation, % at 9.35 µM | activator, plate reader | AID 743398; in the data active = activation above about 30%, passing the limit was not always enough; inconclusive = no clear call, values can overlap the other calls;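 also: 0% = neutral control wells and 100% = positive control wells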
cardiac RTF act = cardiac RTF calcium sensitization | AID 493008 | P19429+P45379 | activation, % at 7.2 µM | IANBD-labeled TnC RTF fluorescence at EC20 calcium; 0% EC20 calcium, 100% full calcium | 340,000 tested, 0.24% active;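 active = activation above the mean over all tested compounds plus 3 SD, cut at about 30% in these data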;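 also: rise in fluorescence read as greater calcium sensitivity of cardiac thin filaments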
PvdQ inh = blocks Pseudomonas aeruginosa PvdQ acylase activity; purified PvdQ acylase, fluorescence plate reader; 340,000 tested, 0.063% active; inhibition, % at 10 µM; in the data active = inhibition above about 30%, passing the limit was not always enough; inconclusive = no clear call, values can overlap the other calls;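 also: 0% = vehicle neutral wells and 100% = reference inhibitor wells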
Starred values were filed as active, the others as inactive.

`Nc1ccc(Nc2nc(-c3cccs3)cs2)cc1` gave dFosB activator -1, CDK5 p35 inh 2.5, SR-BI DiI inh 100*, SR-BI uptake up -100, HTR5A ag 1, MITF TRPM1 HTS 75, Rtt109 Vps75 5, Wnt bcat act 8, cardiac RTF act 7 and PvdQ inh -8.
COCCCNC(=S)NNC(=O)c1cc(Cl)c(O)c(Cl)c1 was read as dFosB activator -3, CDK5 p35 inh 1.6, HTR5A ag 2, MITF TRPM1 HTS 5, Rtt109 Vps75 16, Wnt bcat act 1, cardiac RTF act 5 and PvdQ inh 11.
`Cc1ccccc1N1C(=O)C2ON(c3ccccc3)C(c3ccncc3)C2C1=O` (stereo not drawn) gave dFosB activator -1, CDK5 p35 inh -0.2, SR-BI DiI inh -24, SR-BI uptake up 24, HTR5A ag -8, MITF TRPM1 HTS -3, Rtt109 Vps75 4, cardiac RTF act -2 and PvdQ inh -9.
`CC1(C)NC(=O)N(CCCCOc2ccc(Cl)cc2C=O)C1=O` gave dFosB activator -10, CDK5 p35 inh 1.4, SR-BI DiI inh 13, SR-BI uptake up -13, HTR5A ag 5, MITF TRPM1 HTS -12, Rtt109 Vps75 -6, Wnt bcat act -1, cardiac RTF act 5 and PvdQ inh -3.
Screening O=c1cn[nH]c2ccccc12 returned dFosB activator -4, CDK5 p35 inh -0.4, SR-BI DiI inh -10, SR-BI uptake up 10, HTR5A ag 1, MITF TRPM1 HTS -2, Rtt109 Vps75 -8, Wnt bcat act 0, cardiac RTF act -1 and PvdQ inh -5.
CSc1nc(N(C)CCO)c2sc3nc(-c4ccco4)c4c(c3c2n1)CCC4 was read as dFosB activator -6, CDK5 p35 inh -1.2, SR-BI DiI inh -6, SR-BI uptake up 6, HTR5A ag 4, MITF TRPM1 HTS 10, Rtt109 Vps75 1, cardiac RTF act -1 and PvdQ inh -13.
Screening NC1=NC(c2ccc(Cl)cc2)N(c2ccc(S(N)(=O)=O)cc2)C(N)=N1 (stereo not drawn) returned dFosB activator -2, CDK5 p35 inh 2.0, SR-BI DiI inh -10, SR-BI uptake up 10, HTR5A ag 2, MITF TRPM1 HTS -8, Rtt109 Vps75 -10, Wnt bcat act 0, cardiac RTF act 2 and PvdQ inh -3.
Cc1ccc(S(=O)(=O)NC(=O)N(CCC#N)Cc2ccccc2)cc1 was read as dFosB activator 10, CDK5 p35 inh 1.4, SR-BI DiI inh 1, SR-BI uptake up -1, HTR5A ag 0, MITF TRPM1 HTS -6, Rtt109 Vps75 -1, Wnt bcat act 0, cardiac RTF act -3 and PvdQ inh 3.
`Cc1cc(OCC(F)(F)C(F)(F)C(F)(F)C(F)(F)C(F)(F)C(F)F)nc(N)n1` gave dFosB activator -2, CDK5 p35 inh 0.5, SR-BI DiI inh -26, SR-BI uptake up 26, HTR5A ag 3, Rtt109 Vps75 -6, Wnt bcat act -3, cardiac RTF act -1 and PvdQ inh 2.
Screening Cn1c(SCC(=O)NC2CCS(=O)(=O)C2)nc2ccccc21 (stereo not drawn) returned dFosB activator 1, CDK5 p35 inh 0.4, SR-BI DiI inh 4, SR-BI uptake up -4, HTR5A ag 2, MITF TRPM1 HTS 0, Rtt109 Vps75 9, Wnt bcat act -3, cardiac RTF act -1 and PvdQ inh -1.
For Cc1ccc(-c2csc3ncnc(NS(=O)(=O)c4ccc(Cl)cc4)c23)cc1 the results were dFosB activator 1, CDK5 p35 inh 0.7, SR-BI DiI inh -20, SR-BI uptake up 20, HTR5A ag -1, MITF TRPM1 HTS 6, Rtt109 Vps75 -2, Wnt bcat act 1, cardiac RTF act -1 and PvdQ inh 1.
Screening CC(C)(COC(=O)C(c1ccccc1)c1ccccc1)CN1CCOCC1 returned dFosB activator 3, CDK5 p35 inh 0.0, SR-BI DiI inh -15, SR-BI uptake up 15, HTR5A ag 0, MITF TRPM1 HTS -4, Rtt109 Vps75 4, Wnt bcat act -25, cardiac RTF act -4 and PvdQ inh -2.
`COc1ccc(N2CCN(S(=O)(=O)c3ccc4c(c3)NC(=O)C(C)C(=O)N4)CC2)cc1` (stereo not drawn) gave dFosB activator 7, CDK5 p35 inh 0.9, SR-BI DiI inh 30, SR-BI uptake up -30, HTR5A ag -2, Rtt109 Vps75 2, Wnt bcat act -1, cardiac RTF act -1 and PvdQ inh -16.
Screening COc1ccc(NC(=O)CN(C)Cc2cccs2)cc1Cl returned dFosB activator -6, CDK5 p35 inh -0.3, HTR5A ag -5, MITF TRPM1 HTS 15, Rtt109 Vps75 2, Wnt bcat act 3, cardiac RTF act -5 and PvdQ inh 0.
Screening O=C(C1CCCN(c2ncnc3c2nc2n3CCCCC2)C1)N1CCN(c2ccc(F)cc2)CC1 (stereo not drawn) returned dFosB activator 0, CDK5 p35 inh 1.3, SR-BI DiI inh -12, SR-BI uptake up 12, HTR5A ag 0, MITF TRPM1 HTS -7, Rtt109 Vps75 -5, Wnt bcat act -2, cardiac RTF act 7 and PvdQ inh -18.
`O=C(Nc1cccc(NC(=O)c2cccs2)c1)c1cccnc1` gave dFosB activator -12, CDK5 p35 inh -0.2, SR-BI DiI inh 0, SR-BI uptake up 0, HTR5A ag 1, MITF TRPM1 HTS -15, Rtt109 Vps75 -5, Wnt bcat act 0, cardiac RTF act 0 and PvdQ inh -23.
For Cc1cc(Br)ccc1NC(=O)CN(C)C(=O)C1CSC2(C)CCC(=O)N12 (stereo not drawn) the results were dFosB activator 1, CDK5 p35 inh -0.3, SR-BI DiI inh 12, SR-BI uptake up -12, HTR5A ag 0, MITF TRPM1 HTS -6, Rtt109 Vps75 2, Wnt bcat act 0, cardiac RTF act -3 and PvdQ inh -7.
Screening Cc1ccn2c(=O)nc(SCC(=O)N3CCCCCC3)nc2c1 returned dFosB activator -5, CDK5 p35 inh 3.4, SR-BI DiI inh -12, SR-BI uptake up 12, HTR5A ag -1, MITF TRPM1 HTS 14, Rtt109 Vps75 0, Wnt bcat act -1, cardiac RTF act 3 and PvdQ inh -8.
For CCN(/C(N)=N/c1nc(C)cc(C)n1)c1ccccc1 the results were dFosB activator -10, CDK5 p35 inh -0.7, SR-BI DiI inh -1, SR-BI uptake up 1, HTR5A ag -2, MITF TRPM1 HTS 21, Rtt109 Vps75 -2, Wnt bcat act -1, cardiac RTF act -2 and PvdQ inh -9.
Nc1[nH]c(=S)[nH]c(=O)c1-c1ccccc1 was read as dFosB activator -3, CDK5 p35 inh -0.3, SR-BI DiI inh 11, SR-BI uptake up -11, HTR5A ag -1, MITF TRPM1 HTS -7, Rtt109 Vps75 7, cardiac RTF act -1 and PvdQ inh -10.
For O=C(CCCc1ccccc1)Nc1nncs1 the results were dFosB activator 1, CDK5 p35 inh -0.5, SR-BI DiI inh -1, SR-BI uptake up 1, HTR5A ag 0, MITF TRPM1 HTS -11, Rtt109 Vps75 0, cardiac RTF act 0 and PvdQ inh -5.
O=C(CCSCCC(=O)NCCN1CCOCC1)NCCN1CCOCC1 was read as dFosB activator 6, CDK5 p35 inh 0.0, SR-BI DiI inh -10, SR-BI uptake up 10, HTR5A ag 2, MITF TRPM1 HTS -1, Rtt109 Vps75 -9, cardiac RTF act 1 and PvdQ inh -15.
For COc1ccc(C2CC(=O)C(C=NCCO)=C(O)C2)cc1 (stereo not drawn) the results were dFosB activator 1, CDK5 p35 inh 0.3, SR-BI DiI inh -4, SR-BI uptake up 4, HTR5A ag 4, MITF TRPM1 HTS 2, Rtt109 Vps75 54*, Wnt bcat act -1, cardiac RTF act 3 and PvdQ inh 3.
Screening Cc1nc(N)sc1-c1csc(Nc2ccccc2)n1 returned dFosB activator -3, CDK5 p35 inh 0.3, SR-BI DiI inh 35, SR-BI uptake up -35, HTR5A ag 0, MITF TRPM1 HTS 49, Rtt109 Vps75 -2, Wnt bcat act 0, cardiac RTF act 5 and PvdQ inh 11.
C=CCNC(=S)N1CCN(c2ncc3c(=O)c(C(=O)O)cn(CC)c3n2)CC1 was read as dFosB activator -3, CDK5 p35 inh -0.1, SR-BI DiI inh -10, SR-BI uptake up 10, HTR5A ag -5, MITF TRPM1 HTS -2, Rtt109 Vps75 14, cardiac RTF act -2 and PvdQ inh -6.
Cc1ccc(CNC(=O)CN(c2cccc([N+](=O)[O-])c2)S(=O)(=O)c2ccccc2)cc1 was read as dFosB activator -9, CDK5 p35 inh 0.6, SR-BI DiI inh 53, SR-BI uptake up -53, HTR5A ag -3, MITF TRPM1 HTS -10, Rtt109 Vps75 18, Wnt bcat act -1, cardiac RTF act 5 and PvdQ inh -15.
`CCOc1ccc(C(=O)Nc2ccc3c(c2)C(=O)NC3=O)cc1` gave dFosB activator 59*, CDK5 p35 inh -1.3, SR-BI DiI inh 1, SR-BI uptake up -1, HTR5A ag -3, MITF TRPM1 HTS 6, Rtt109 Vps75 -3, Wnt bcat act -3, cardiac RTF act -3 and PvdQ inh -15.
For CCOC(=O)C1CCCN(C(=O)c2cc3c(C)nc4ccccc4c3o2)C1 (stereo not drawn) the results were dFosB activator -24, CDK5 p35 inh -0.5, SR-BI DiI inh 21, SR-BI uptake up -21, HTR5A ag 0, MITF TRPM1 HTS -1, Rtt109 Vps75 -1, cardiac RTF act -5 and PvdQ inh -15.
Screening CC(C)(C)c1ccc(C(=O)NCc2nnc(SCC(=O)N3CCCc4ccccc43)n2-c2ccccc2)cc1 returned dFosB activator -6, CDK5 p35 inh -0.6, SR-BI DiI inh 62, SR-BI uptake up -62, HTR5A ag 3, MITF TRPM1 HTS -6, Rtt109 Vps75 -5, Wnt bcat act -2, cardiac RTF act -5 and PvdQ inh -17.
CCN(CC)c1ccc2c(Nc3ccccc3)c(C=O)c(=O)oc2c1 was read as dFosB activator -10, CDK5 p35 inh -2.5, SR-BI DiI inh 22, SR-BI uptake up -22, HTR5A ag -1, MITF TRPM1 HTS 3, Rtt109 Vps75 13, Wnt bcat act -2, cardiac RTF act -4 and PvdQ inh 4.
For COc1cccc(OC)c1C(=O)Nc1ccc(NC(=O)c2ccco2)cc1 the results were dFosB activator 1, CDK5 p35 inh 0.1, SR-BI DiI inh 11, SR-BI uptake up -11, HTR5A ag 5, MITF TRPM1 HTS 4, Rtt109 Vps75 6, Wnt bcat act 2, cardiac RTF act -3 and PvdQ inh -5.
Screening COCC(C)NC(=O)CCSc1nc(-c2ccc(OC)cc2)cc(C(F)(F)F)n1 (stereo not drawn) returned dFosB activator -25, CDK5 p35 inh -2.0, SR-BI DiI inh 46, SR-BI uptake up -46, HTR5A ag -3, MITF TRPM1 HTS 3, Rtt109 Vps75 -1, cardiac RTF act -5 and PvdQ inh -5.
Screening O=C(Nc1ccc(F)c(F)c1)C1CCN(S(=O)(=O)c2cccs2)CC1 returned dFosB activator -2, CDK5 p35 inh 0.5, SR-BI DiI inh 10, SR-BI uptake up -10, HTR5A ag 0, MITF TRPM1 HTS -1, Rtt109 Vps75 -2, Wnt bcat act 11, cardiac RTF act -3 and PvdQ inh -1.
Screening CCOC(=O)C1CCN(S(=O)(=O)c2ccc(CNC(=O)c3ccccc3)s2)CC1 returned dFosB activator -6, CDK5 p35 inh 1.4, SR-BI DiI inh -17, SR-BI uptake up 17, HTR5A ag 3, MITF TRPM1 HTS -7, Rtt109 Vps75 inconclusive, Wnt bcat act -1, cardiac RTF act -1 and PvdQ inh 2.
